# iPSC survival up: enhancers of single-cell hiPSC survival, primary screen, ATPlite luminescence; 100% = ROCK inhibitor wells, 0% = DMSO; AID 602274, 2012; survival enhancement, % at 20 µM; 360,000 tested, 0.044% active; in the data active means survival enhancement above about 18%;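 further: cells exposed to compounds for 16 hours before the ATP read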
# Cardio protect: cardioprotection against H2O2-induced cell death, primary screen, uHTS, H9c2 cells, ATPLite luminescence; 360,000 tested, 0.63% active; H9c2 cardiomyocytes, H2O2 injury protection, 2 h; protection from H2O2 cell death, % at 20 µM;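 active means compounds giving at least 50% protection of heart cells from peroxide-induced death in the single-dose screen, raw or plate-pattern-corrected value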;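 further: 0% = DMSO wells with peroxide and 100% = DMSO wells without peroxide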
# PDI turbidity: inhibitors of human PDI, primary screen, biochemical, turbidity, single point, plate reader. 350,000 tested, 0.052% active. inhibition, % at 10 µM. AID 588391, 2011. PDI insulin aggregation turbidity, A650, 90 min. Protein disulfide-isomerase (Homo sapiens), P07237;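 active means mean inhibition across replicates of 30% or more, whatever share of single replicates reach that level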;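 further: absorbance from insulin aggregation driven by PDI reduction with DTT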
# NR2E3 ag-1: NR2E3 agonists in two-hybrid cells, primary screen, cell-based, luminescence, CHO-S, Gal4-NCOR/VP16-NR2E3 | inhibition of corepressor binding, % at 3.98 µM | AID 602229, 2012 | 360,000 tested, 0.35% active | Photoreceptor-specific nuclear receptor (Homo sapiens), Q9Y5X4 | luciferase;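 active means inhibition above the mean of all tested compounds plus 3 SD, cut at about 70% in these data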;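 further: 0% = DMSO with NR2E3 transfected cells and 100% = cells lacking NR2E3 construct; higher means lower luciferase signal from less NR2E3 corepressor binding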
# Target sequence (Q9Y5X4 whole entry, looked up, the tested form may be a part): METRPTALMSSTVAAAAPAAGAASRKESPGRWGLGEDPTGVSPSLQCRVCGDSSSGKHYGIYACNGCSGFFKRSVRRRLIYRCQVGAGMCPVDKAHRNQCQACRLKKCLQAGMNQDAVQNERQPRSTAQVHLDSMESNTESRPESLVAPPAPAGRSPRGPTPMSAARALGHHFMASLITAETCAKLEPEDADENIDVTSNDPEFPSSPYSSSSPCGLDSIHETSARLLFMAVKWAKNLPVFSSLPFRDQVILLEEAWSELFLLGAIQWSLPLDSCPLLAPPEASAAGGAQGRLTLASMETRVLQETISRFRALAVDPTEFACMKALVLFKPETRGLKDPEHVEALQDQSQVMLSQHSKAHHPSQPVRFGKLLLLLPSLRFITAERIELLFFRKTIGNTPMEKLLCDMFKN
# HIF-2a inh: HIF-2a reporter inhibitors, primary screen, luminescence, 786-0 RCC cells; 786-0 RCC cells HIF-2a reporter, luciferase luminescence, overnight; inhibition, % at 18.8 µM; 360,000 tested, 0.72% active;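 active means inhibition of the luminescence signal of 40% or more relative to plate controls, in a single-dose primary screen at 18.75 µM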
# CaV13 FRET inh: Disruptors of the CACNA1D IQ motif to Ca2+-dependent inactivation inhibitor domain association, primary screening, Förster resonance energy transfer in intact living …; inhibition, % at 12.3 µM; HEK cells, CFP/YFP FRET ICDI-IQ, plate reader, 10 min; percent FRET-ratio fall versus neutral wells; AID 743397; 340,000 tested, 0.098% active;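 active means mean replicate inhibition of at least 30% and at least 1% of replicates passing that level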;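 further: 0% = median of the neutral control wells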
# m5-HT2A agonist: mouse Htr2a agonists via beta-arrestin recruitment, primary screen, cell-based, luminescence; 5-hydroxytryptamine receptor 2A (Mus musculus), P35363; CHO-K1 mHTR2A beta-arrestin complementation; percent of 30 µM serotonin response; activation, % at 7.6 µM; 360,000 tested, 0.66% active; AID 624169, 2012;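 active means activation above a run cutoff, the mean activation of all tested compounds plus 3 SD, cut at about 14% in these data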;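 further: 0% = plate median of compound wells and 100% = 30 µM serotonin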
# Target sequence (P35363 whole entry, looked up): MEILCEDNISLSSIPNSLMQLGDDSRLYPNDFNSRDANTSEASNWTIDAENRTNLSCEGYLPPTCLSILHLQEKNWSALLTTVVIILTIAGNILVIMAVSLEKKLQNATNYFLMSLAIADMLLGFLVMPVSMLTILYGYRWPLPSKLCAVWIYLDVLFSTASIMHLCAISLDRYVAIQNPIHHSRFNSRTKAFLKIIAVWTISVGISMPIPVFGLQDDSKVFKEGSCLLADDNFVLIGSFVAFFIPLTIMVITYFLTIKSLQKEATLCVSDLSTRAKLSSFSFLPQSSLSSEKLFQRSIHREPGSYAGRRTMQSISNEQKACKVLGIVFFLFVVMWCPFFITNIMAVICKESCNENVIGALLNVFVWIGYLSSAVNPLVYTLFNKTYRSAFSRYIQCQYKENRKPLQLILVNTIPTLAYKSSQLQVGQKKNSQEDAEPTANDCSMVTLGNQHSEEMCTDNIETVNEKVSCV
# TRPM1 prom inh: inhibitors of MITF-dependent TRPM1 promoter reporter, primary screen, cell-based, SK-MEL-5, single point, luciferase. 330,000 tested, 0.83% active. AID 488899, 2010. SK-MEL-5 TRPM1 promoter luciferase, 24 h. inhibition, % at 12.5 µM;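 active means mean inhibition across replicates of 60% or more, whatever share of single replicates reaches that level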; further: values of inactives mirror those of a sister screen read the other way
# Peg3 prom inh: Peg3 promoter-driven luciferase inhibitors, primary screen, cell-based, HeLa, luciferase luminescence | HeLa PEG-Prom luciferase reporter, overnight | inhibition, % at 20 µM | 360,000 tested, 1.7% active;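 active means inhibition of at least 50% at 20 µM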
# Shn3 inh set2: reduction of Shn3 3'UTR firefly luciferase signal, primary screen, Schnurri-3 inhibitor project, cell-based, Clone20 osteoblasts, set 2. Clone20 osteoblast Shn3 3'UTR firefly luciferase, 24 h. inhibition, % at 12.5 µM. 360,000 tested, 0.52% active. AID 588674, 2011;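 active means mean inhibition of at least 75% with every replicate also reaching 75%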;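 further: 0% = median of neutral control wells and 100% = pilot-screen positive control compound; some compounds past the cut are filed as inactive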
# NR2E3 ag-2: inhibitors of NR2E3-RetCOR corepressor binding, primary screen, NR2E3 agonist project, biochemical, TR-FRET, GST-NR2E3, biotin-RetCOR. 320,000 tested, 0.12% active. 1536-well. inhibition of corepressor binding, % at 4.78 µM. AID 2300, 2010. Photoreceptor-specific nuclear receptor (Homo sapiens), Q9Y5X4;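 active means percent inhibition above the cutoff of mean plus 3 SD of all tested compounds, set per screening campaign, cut at about 20% in these data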;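 further: 0% = DMSO wells and 100% = biotin wells as full block of FRET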
#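 Material: NR2E3–RetCOR corepressor complex / Amount: 1.35 nM GST-NR2E3 / Medium: Tris pH 7.5 / Compound: single nominal compound dose of 4.8 µM / Incubation: 5 h at 4 °C / Technique: TR-FRET, Eu(K)-anti-GST donor, streptavidin-D2 acceptor, ex 340, em 617/671 nm / Read-out basis: percent loss of FRET ratio relative to control wells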
# * hit, by the source's call; · = not tested or not shown.
SMILES,iPSC survival up,Cardio protect,PDI turbidity,NR2E3 ag-1,HIF-2a inh,CaV13 FRET inh,m5-HT2A agonist,TRPM1 prom inh,Peg3 prom inh,Shn3 inh set2,NR2E3 ag-2
Cc1nc2ccccc2n1CCc1ccccc1,1.2,-4,-2,-4,-25,-6,-2,-6,-7,-3,-3
CC(=O)c1ccc(NC(=O)C2CCCN(c3ncnc4c3nc3n4CCCCC3)C2)cc1 (stereo not drawn),0.2,17,-1,-28,4,-2,-5,8,26,2,-2
O=C1[C@@H]2Cc3c([nH]c4ccccc34)C(c3cccc([N+](=O)[O-])c3)N2C(=O)CN1C1CCN(Cc2ccccc2)CC1 (stereo partly drawn),-0.5,-20,-31,18,-53,-4,7,24,12,-5,-1
C#CCN1C(=O)C2C(C(=O)NC)C3C=CC2(O3)C1C(=O)NCc1ccc(OC)cc1 (stereo not drawn),0.5,5,4,-4,1,-4,-2,5,0,-5,1
CNC(=O)/C(C#N)=C/c1c(N(Cc2ccccc2)Cc2ccccc2)nc2ccccn2c1=O,-1.3,56*,7,-12,22,-4,-1,-9,22,13,-3
O=C(COc1ccccc1)Nc1ccc(NC(=O)c2ccco2)cc1,-0.1,1,-1,-29,-22,8,-2,1,-11,-5,-4
O=C(O)c1ccc(-c2nc3ccccc3s2)o1,0.0,-4,-3,-66,-7,-2,-3,15,-11,-39,1
CCSC1=C(C#N)C(c2ccccc2Cl)C(C(=O)c2cccs2)C(O)(C(F)(F)F)N1 (stereo not drawn),-2.6,14,-3,-6,10,-8,2,-1,13,-10,2
CCOC(=O)c1ccc(S(=O)(=O)N2CCC(C(=O)N3CCN(c4ccccc4OC)CC3)CC2)cc1,0.1,5,6,14,8,-3,-1,-2,18,-16,·
C[C@H](NC(=O)c1ccc(Cl)cc1)C(=O)NNC(=O)c1cccs1,-0.4,-8,5,5,-10,-5,6,-4,2,-3,2
O=C(c1ccc(Cl)c(S(=O)(=O)N2CCc3ccccc32)c1)N1CCN(c2ccccc2O)CC1,-2.6,5,-2,0,11,-4,-2,39,69*,40,·
Cc1ccc(Oc2cc(C#N)c(C#N)cc2-n2nnc3ccccc32)cc1C,-2.0,0,-15,-3,17,·,1,6,11,3,2
Cc1cc(-c2ccc(C)c(S(=O)(=O)NCCCN3CCN(c4ccccc4)CC3)c2)on1,0.1,-14,-1,46,12,-6,-9,10,24,68,-2
Cc1ccc(/C=C/C(=O)CCC(=O)O)cc1,-0.9,-1,3,-65,-67,3,-1,-22,-65,-8,-1
CCc1ccc(Nc2nnc(SCc3cc(=O)n4ccsc4n3)s2)cc1,0.7,18,-5,-20,-61,·,-7,-7,-18,14,2
CC1=[N+](CC(=O)c2ccccc2)CCn2cccc21,-0.1,-4,-3,-27,-179,-6,0,-7,-174,-71,6
O=C(NCc1cccs1)C1CCCN(c2ncccn2)C1 (stereo not drawn),-2.9,2,1,-15,3,·,2,2,18,5,1
CC(NS(=O)(=O)c1ccc(CCC(=O)NCc2cccnc2)cc1)c1ccccc1 (stereo not drawn),-1.7,1,8,-8,19,-3,-4,-1,-4,11,2
CCN(CC)S(=O)(=O)c1ccc2nc(NC(=O)c3cccs3)sc2c1,-2.2,1,12,-106,-198,·,-4,-33,-136,-45,-1
Cc1ccc(C(=O)NC(=C(Cl)Cl)S(=O)(=O)c2ccccc2)cc1,2.2,-2,-1,33,89*,-18,-8,-17,79*,24,0
CN(CC(=O)Nc1ccc(OC(F)(F)F)cc1)C(=O)Cn1c(=O)cnc2ccccc21,5.3,0,-10,7,7,-20,-1,·,3,-15,3
CCCCCc1nc2c(=O)[nH]c3ccccc3c2o1,0.5,-7,-7,-10,-149,-5,-1,-29,-212,-23,2
COC(=O)CC1C(=O)NCCN1C(=O)CSc1nc2cc(Cl)ccc2o1 (stereo not drawn),0.5,0,2,-26,9,-5,-2,-7,13,2,5
Cc1ccccc1NC(=O)Cc1nc(COC(=O)c2nc(Cl)ccc2Cl)cs1,0.4,2,-3,-10,8,-7,-8,·,-12,6,-1
O=C(NC1CCCC1)C(c1ccncc1)N(C(=O)c1ccco1)c1ccc(F)c(Cl)c1 (stereo not drawn),-0.2,0,-8,-30,-3,-3,-1,0,8,3,2

# Three entries already listed, ordered by the value under NR2E3 ag-2, rising:
molecule | NR2E3 ag-2
Cc1nc2ccccc2n1CCc1ccccc1 | -3
CCN(CC)S(=O)(=O)c1ccc2nc(NC(=O)c3cccs3)sc2c1 | -1
CC(NS(=O)(=O)c1ccc(CCC(=O)NCc2cccnc2)cc1)c1ccccc1 (stereo not drawn) | 2

# Next part:
SMILES,iPSC survival up,Cardio protect,PDI turbidity,NR2E3 ag-1,HIF-2a inh,CaV13 FRET inh,m5-HT2A agonist,TRPM1 prom inh,Peg3 prom inh,Shn3 inh set2,NR2E3 ag-2
Cc1cc(C)cc(NC(=S)NCc2ccc3c(c2)OCO3)c1,-1.1,-4,0,-4,4,-4,0,-2,4,-13,1
O=[N+]([O-])c1cccc(S(=O)(=O)NCCc2cn3ccccc3n2)c1,0.2,0,-4,17,12,-4,15*,0,6,-7,-1
O=c1c(Cl)c(NC2CC2)cnn1-c1ccccc1,-0.7,-1,2,1,-97,0,-2,-8,-58,-30,-4
O=C(/C=C/c1cn(-c2ccccc2)nc1-c1cccnc1)N1CCCC1,2.8,48,-1,-32,9,-4,5,34,7,6,·
Cc1ccc(Sc2ncnc(N)c2[N+](=O)[O-])cc1,-1.3,-3,-8,4,-18,-14,4,0,-1,-24,4
COc1cc(C2Nc3ccccc3C(=O)N2NS(C)(=O)=O)c([N+](=O)[O-])cc1OC (stereo not drawn),0.0,10,-4,-33,-24,-2,11,-6,-16,-5,0
COc1ccc(OC)c(CN2CCCC(C(=O)N3CCCCC3)C2)c1 (stereo not drawn),-1.1,6,7,-1,-1,-4,3,11,-1,11,-1
COC(=O)CN1C(=O)C(O)(CC(=O)c2ccc(C)o2)c2ccccc21 (stereo not drawn),0.3,4,-8,7,18,·,-4,2,9,-11,0
O=C(c1ccc(Cl)c([N+](=O)[O-])c1)N1CCN(c2ccccn2)CC1,-1.0,2,-2,-4,8,-20,3,4,-6,4,0
Cc1onc(-c2c(F)cccc2Cl)c1C(=O)N[C@@H]1C(=O)N2C(C(=O)O)C(C)(C)S[C@H]12 (stereo partly drawn),5.8,1,0,-21,17,-5,0,16,-2,4,-1
COc1cccc(C(=O)Nc2c3c(nn2-c2cccc(C)c2C)CS(=O)(=O)C3)c1OC,1.6,10,-2,-7,-3,-7,5,11,29,27,4
CC(=O)Nc1ccc(NCC(O)COc2ccccc2)cc1 (stereo not drawn),1.8,-5,-3,-9,0,·,0,0,0,-5,1
CCOC(=O)N1CCC(N2C(=O)c3ccc(C(=O)Nc4cccc(OC)c4)cc3C2=O)CC1,-0.7,0,-1,-9,2,-17,3,-8,-15,9,7
COc1cc(C2C(C#N)=C(N)N(c3ccc(F)cc3)C3=C2S(=O)(=O)CC3)ccc1O (stereo not drawn),1.9,2,1,-39,-4,-9,-8,9,3,-10,2
CN(C)c1ccc(-n2cccc2)cc1,1.0,-5,-7,-32,-35,-5,4,-34,-1,-4,-2
CC(C(=O)Nc1ccc(C(=O)O)cc1)N1C(=O)c2ccccc2C1=O (stereo not drawn),0.2,-1,-3,-9,15,·,1,4,9,-11,0
CC1(C)CC(=O)c2c(oc3ccc(NS(=O)(=O)c4ccc(C(=O)O)cc4)cc23)C1,-0.5,3,-6,19,6,-1,-2,-4,-2,-15,0
CCOc1ccccc1NC(=O)c1cc2ccccc2o1,0.0,-10,-4,-51,-144,-6,-6,·,-123,-16,·
O=C(O)c1cccc(N2C(=O)C3CC=CCC3C2=O)c1 (stereo not drawn),1.8,2,5,-1,3,-6,1,-9,-22,-15,5
CC(=O)Nc1ccc(S(=O)(=O)N2CCN(c3cc(C(F)(F)F)ccn3)CC2)cc1,0.8,-5,-1,21,12,-2,-1,-5,7,23,1
C/C=C/c1ccc(OCC(=O)N2CCc3cc(OC)c(OC)cc3C2)c(OC)c1,1.1,-3,-3,-14,12,-3,0,6,-8,21,2
O=C(CSc1ncnc2sccc12)NCc1ccc2c(c1)OCO2,-1.9,-2,-6,-16,0,-6,8,3,-6,-28,4
CCOc1c2ccc(C(=O)NCc3ccccc3OC)cc2nn1CC,0.4,7,-4,0,-9,-5,5,3,-6,-17,0
COc1ccc(OCCCC(=O)NCCc2ccc(OC)c(OC)c2)cc1,0.3,4,1,12,11,-7,2,16,6,2,11
CC1Cc2ccccc2N1C(=O)CN1CCN(S(=O)(=O)c2ccc3c(c2)OCCCO3)CC1 (stereo not drawn),-1.7,-4,3,18,12,-12,-6,·,9,14,·
# Later entries
SMILES,iPSC survival up,Cardio protect,PDI turbidity,NR2E3 ag-1,HIF-2a inh,CaV13 FRET inh,m5-HT2A agonist,TRPM1 prom inh,Peg3 prom inh,Shn3 inh set2,NR2E3 ag-2
CCOC(=O)[C@]12CCC=C1N(Cc1ccc(Cl)cc1Cl)C(=O)[C@H](CC(=O)NCCc1ccccc1OC)C2,0.4,·,·,-10,-29,-4,2,·,·,·,·
O=C(NNC(=S)NCc1ccccc1)c1cccnc1,-0.5,2,12,11,17,-5,7,-3,7,13,0
CN(C(=O)C=Cc1ccccc1)c1ccccc1,-1.6,-2,-11,-10,-142,-5,0,-15,-99,-2,·
CC[C@]1(C(=O)OC)[C@H]2C(=O)N(Cc3ccccc3)C(=O)[C@H]2[C@H]2CN=C(SCc3ccc(Cl)cc3)N21,1.9,7,14,-3,9,·,-4,-1,17,0,·
CCOC(=O)c1ccc(S(=O)(=O)NNC(=O)Cc2csc(C)n2)cc1,7.5,17,-8,-29,10,-3,3,6,8,-8,·
COCCC(=O)N1CCC(Oc2ccc(C(=O)NCCn3cccn3)cc2)CC1,0.7,0,-7,-37,3,-2,1,2,8,7,6
O=C(CCn1c(=S)[nH]c2ccccc2c1=O)NCCCN1CCOCC1,1.4,4,21,-15,13,-5,0,2,17,16,-1
CC1CCN(c2ccc(-c3cccs3)nn2)CC1,-0.8,-22,16,-2,78*,-4,3,79*,82*,55,0
CN(c1ccccc1)S(=O)(=O)c1cccc(C(=O)OCC(=O)NCc2ccccc2)c1,-0.9,-4,8,5,13,-5,0,1,14,1,·
O=C1OC(O)c2cccc3cccc1c23 (stereo not drawn),-0.7,-2,3,-1,2,-15,3,·,6,1,·

# Compound activity from PubChem.
